Screening results (PubChem)
Nrf2 inh: blocks Nrf2 signaling; AID 504444; Potency, µM (series often up to 46 µM), inactives show at the highest dose activity change, negative = inhibition, most hits filed as inhibitors; A549 ARE-Fluc reporter, luciferase luminescence, 18-24 h; hit rate 2.1% among 360,000; also: % is scaled to controls: 0 for no effect and ±100 for the full control effect; nearly all actives have a fitted effect of over 60% in size
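In this cell-based qHTS, ARE-driven firefly luciferase in A549 cells reports Nrf2 activity; the luminescent signal after BugLite lysis is the measured value, with a prior CellTiter-Fluor read for cell health.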
EPAC2 antagonist: EPAC2 (human) antagonism | Q8WZA2 | EPAC2 GEF exchange of Rap1B-BODIPY-GDP, fluorescence | Potency, µM (series often up to 114 µM), inactives show at the top dose activity, negative = inhibition, most hits filed as inhibitors | hit rate 0.18% among 360,000 | AID 720708; also: % is scaled to controls: 0 for no effect and ±100 for the full control effect; nearly all actives have a fitted effect of over 45% in size; many of its hits are not listed in these tables
Target sequence (Q8WZA2 whole entry, looked up): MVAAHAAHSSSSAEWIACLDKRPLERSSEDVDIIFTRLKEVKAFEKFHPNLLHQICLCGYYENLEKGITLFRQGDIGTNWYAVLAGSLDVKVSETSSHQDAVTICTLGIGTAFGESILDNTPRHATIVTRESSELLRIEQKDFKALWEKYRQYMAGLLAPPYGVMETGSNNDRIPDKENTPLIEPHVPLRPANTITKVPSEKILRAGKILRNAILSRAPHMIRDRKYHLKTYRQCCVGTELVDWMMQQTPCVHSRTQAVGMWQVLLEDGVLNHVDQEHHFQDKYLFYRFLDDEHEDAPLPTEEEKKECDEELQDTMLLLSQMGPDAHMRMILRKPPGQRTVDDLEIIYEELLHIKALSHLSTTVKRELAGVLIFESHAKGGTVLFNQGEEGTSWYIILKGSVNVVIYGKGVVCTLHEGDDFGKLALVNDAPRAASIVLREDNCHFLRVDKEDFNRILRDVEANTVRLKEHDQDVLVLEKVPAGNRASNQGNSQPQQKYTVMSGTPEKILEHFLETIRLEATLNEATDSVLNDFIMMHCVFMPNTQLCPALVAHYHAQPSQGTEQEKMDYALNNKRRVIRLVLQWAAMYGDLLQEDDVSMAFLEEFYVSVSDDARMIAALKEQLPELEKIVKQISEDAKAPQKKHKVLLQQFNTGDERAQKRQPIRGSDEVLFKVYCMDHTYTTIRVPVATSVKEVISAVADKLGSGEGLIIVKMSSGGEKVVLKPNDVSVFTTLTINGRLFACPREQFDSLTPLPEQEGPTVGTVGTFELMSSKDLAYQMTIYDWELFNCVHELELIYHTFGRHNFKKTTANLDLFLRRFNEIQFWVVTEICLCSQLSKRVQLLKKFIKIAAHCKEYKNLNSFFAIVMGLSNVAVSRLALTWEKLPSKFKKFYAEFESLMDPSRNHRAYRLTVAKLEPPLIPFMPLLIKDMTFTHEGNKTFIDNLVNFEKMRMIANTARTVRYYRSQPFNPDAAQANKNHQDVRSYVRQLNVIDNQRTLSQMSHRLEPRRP
A549 viability: A549 cytotoxicity, counter-screen for Nrf2 inhibitors; A549 ARE-Fluc cells, CellTiter-Fluor viability, 18-24 h; Potency, µM (titrated, usually from 46 µM), for inactives: at the highest dose activity change, negative = cytotoxicity, hits mostly inhibitors; hit rate 0.16% among 390,000; also: % is scaled to controls: 0 for no effect and ±100 for the full control effect
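A549 ARE-Fluc cells in 5% FBS OPTI-MEM, 5000 cells/well, rested 2 h then exposed to compounds in concentration-response for 18-24 h at 37 °C. Viability by CellTiter-Fluor fluorescence (Ex 405/Em 525) after 30 min; luciferase luminescence (BugLite, 15 min, RT) read afterwards.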
ATXN2 expr inh: ATXN2 expression inhibition | hit rate 0.72% among 360,000 | Potency, µM (doses to about 57 µM), inactives show top-dose activity change, negative = inhibition, usual class: inhibitors | HEK-293 ATXN2-luciferase reporter, luminescence, 24 h | AID 1745845; also: % is scaled to controls: 0 for no effect and ±100 for the full control effect; nearly all actives have a fitted effect of over 55% in size
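qHTS (up to 57 uM final) was run with 24 h compound exposure of reporter cells at 37 °C. Each well was multiplexed: SteadyGlo luminescence measured ATXN2-luciferase expression after a fluorogenic Gly-Phe-AFC viability readout (25 uM final).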
Nrf2 ARE act: Nrf2 pathway activation; AREc32 ARE-luciferase reporter (MCF7-derived line), luminescence, 24 h; Potency, µM (titrated, usually from 46.1 µM), inactives show at the highest dose activation, hits mostly activators; hit rate 0.31% among 410,000; also: % of control where 0% means no effect; nearly all actives have a fitted effect of over 65% in size
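AREc32 cells carrying an ARE-driven firefly luciferase reporter were seeded at 1000 cells/well in OPTI-MEM with 5% FBS, then exposed to compound for 24 hr at 37 deg C. Luminescence was read with Steady-Glo after 30 min at RT.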
HepG2 tox: counter-screen for TGF-b inhibitors: cytotoxicity in HepG2 cells; HepG2 CAGA-GFP viability, ATP luminescence, 18 h; Potency, µM (series often up to 46.1 µM), inactives show top-dose activity change, negative = cytotoxicity, actives largely listed as cytotoxic; hit rate 0.76% among 410,000; also: some results filed as inactive show a strong effect at the top dose
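HepG2 CAGA-GFP cells (1000/well, DMEM with 1% FBS) received compound, then TGF-beta at 500 pg/mL final, and were incubated 18 hours at 37 degrees C. Viability was read by CellTiter-Glo luminescence. Media-only wells were set as complete cell-killing and DMSO as no toxicity.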
ATXN viability: viability counter-screen for ATXN expression inhibitors; AID 651635; Potency, µM (titrated, usually from 56.7 µM), actives largely listed as cytotoxic; S2 cells (HEK-293 line with an ATXN2-luciferase reporter) viability, CellTiter-Fluor protease fluorescence, 24 h; hit rate 0.49% among 400,000; also: nearly all actives have a fitted effect of over 40% in size
TGFb SMAD3 inh: blocks TGF-b signaling; HepG2 CAGA-GFP TGF-b/SMAD3 reporter, GFP fluorescence, 18 h; TGF-beta stimulated, 500 pg/mL final; Potency, µM (top dose mostly 46.1 µM), without a hit: at the highest dose activity, negative = inhibition, actives largely listed as inhibitors; hit rate 1.2% among 410,000; AID 588855; also: % is scaled to controls: 0 for no effect and ±100 for the full control effect; nearly all actives have a fitted effect of over 65% in size
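Inhibition of TGF-beta-driven CAGA-GFP reporter expression in HEPG2 cells is measured by cellular GFP fluorescence after 18 h stimulation with 500 pg/mL recombinant TGF-beta in 1% FBS medium at 37 degrees C.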
MCF10A rereplic: DNA re-replication induction in MCF 10a cells. hit rate 2.9% among 350,000. AID 624296. MCF 10A DNA re-replication, Hoechst nuclear intensity, 48 h. Potency, µM (titrated, usually from 46.1 µM), for inactives: top-dose activity, positive = re-replication, actives largely listed as activators; also: % of control where 0% means no effect; nearly all actives have a fitted effect of over 50% in size
Numbers without * were called inactive; i = inactive; ? = inconclusive; . = no result given; & = joins results of further samples; [ ] = dose if it differs, or a comment. Calls follow the shape of the dose curve; as a rule, active = well fitted curve in the direction sought with a large enough effect; inconclusive = small, poorly fitted or top-dose-only effect, or another doubt; inactive = no such curve, though single readings can be large; an effect the other way counts as inactive or inconclusive. Potency is read from the fitted curve at half-maximal effect. The list is partial (hit frequency here may not be typical).

(1) CC(Oc1ccc(Cl)cc1Cl)c1ccnc2nc(N3CCOCC3)nn12 (configuration not stated)
(2) CN1CCC(C(=O)C(=O)O)C1=O (configuration not stated)
(3) Cc1ccc(OCCNc2cc(N3CCN(CCO)CC3)ccc2[N+](=O)[O-])cc1C
(4) Cc1ccc(S(=O)(=O)CC(=O)N2CCN(c3ccc(F)cc3)CC2)cc1
(5) COc1ccc(NC(=O)c2cc(C3CCCCN3C(=O)c3cccs3)on2)c(C)c1 (configuration not stated)
(6) CCOC(=O)C1=C(C)NC(C)=C(C(=O)OCC)C1C(=O)OCC(=O)NC(C)C
(7) COc1cc(OC)c2c(c1C(CCN1CCN(c3ccccc3)CC1)c1ccc(N(C)C)cc1)OC(=O)CC2c1ccc(N(C)C)cc1 (configuration not stated)
(8) O=CNc1ccc2c(c1)Cc1cccc(NC=O)c1-2
compound no.,1,2,3,4,5,6,7,8
Nrf2 ARE act,-0.4%,0.4%,13%,-0.5%,-0.3%,-1.3%&-0.4%,.,5.1%
ATXN2 expr inh,?,-7%,-18%,-11%,-22%,-10%&-7%,.,6%
ATXN viability,?,i,?,i,?,i,.,?
HepG2 tox,-6%,22%,-56%,9%,-4%,-13%&-25%,6%,-5%
Nrf2 inh,?,-1%,-5%,-4%,.,1%&10%,8%,13%
MCF10A rereplic,?,-3%,?,-3%,.,5%&-3%,.,-2%
A549 viability,-13%,-8%,-5%,2%,.,2%&-4%,-4%,-3%
EPAC2 antagonist,-24%,-7%,-14%,-3%,8%,0%&6%,.,13%
TGFb SMAD3 inh,-13%,?,-1%,8%,-3%,11%&-4%,-25%,-7%

(9) CCOC(=O)c1sc2ncnc(OC)c2c1C
(10) COc1ccc(N(CC(=O)NCCSc2ccc(C)cc2)S(=O)(=O)c2ccccc2)c(OC)c1
(11) COc1ccccc1N1CCN(C(=O)c2cc(-c3cccc(Cl)c3)on2)CC1
(12) Cc1ccc2c(c1)N(CC(=O)N1CCC(C)CC1)C(=O)c1cccnc1O2
(13) CC1(C)CC(=O)C=C(c2ccc(COC(=O)C(c3ccccc3)c3ccccc3)cc2)C1=O
(14) O=c1[nH]c(=O)n2c(c1-c1ccccc1)OC(CBr)C2 (configuration not stated)
(15) CCOC(=O)C(NC(=O)NC1CCCCC1)(c1ccccc1)C(F)(F)F (configuration not stated)
(16) COC(=O)N1CCCCC1c1cc(C(=O)NCc2ccccc2)no1 (configuration not stated)
compound no.,9,10,11,12,13,14,15,16
Nrf2 ARE act,-0.8%,-0.8%,-0.8%,0.1%,4.8%,-0.9%,-0.4%,0.1%
ATXN2 expr inh,2%,-20%,0%,-8%,-19%,.,4%,15%
ATXN viability,i,i,i,?,?,i,i,i
HepG2 tox,-11%,0%,8%,-22%,-31%,-2%,1%,-10%
Nrf2 inh,16%,-14%,.,-12%,.,.,.,.
MCF10A rereplic,?,10%,14%,?,.,.,-22%,.
A549 viability,0%,0%,8%,-11%,.,.,13%,.
EPAC2 antagonist,4%,5%,-3%,-5%,0%,-3%,7%,13%
TGFb SMAD3 inh,1%,6%,4%,18%,3%,11%,-3%,-2%

(17) CC(C)C[C@H]1CN([C@@H](Cc2ccccc2)CN2CCC[C@H]2CN2C(=O)C(=O)NC[C@@H]2Cc2ccccc2)C(=O)C(=O)N1CCc1ccccc1
(18) CC(NC(=O)COC(=O)c1ccc(N(C)C)cc1)c1ccccc1 (configuration not stated)
(19) CCc1nnc(NC(=O)CSc2nnc3c4ccccc4n(C)c3n2)s1
(20) CCC(=O)Nc1cccc2c1C(=O)N(C)C2=O
(21) COc1ccc(CNC(=O)C2CCN(S(=O)(=O)Cc3ccccc3)CC2)cc1
(22) O=[N+]([O-])c1ccc(NC(=S)N2CCN(S(=O)(=O)c3ccccc3)CC2)cc1
(23) C=CCn1cc(-c2cccc(C(F)(F)F)c2)cc(C#N)c1=O
(24) Cc1cnc(C(=O)N2CCCC(N3CCN(c4cccc(C(F)(F)F)c4)CC3)C2)cn1 (configuration not stated)
compound no.,17,18,19,20,21,22,23,24
Nrf2 ARE act,-3.3%,0.7%,0.5%,-0.3%,-0.1%,0.2%,1.8%,-0.4%
ATXN2 expr inh,8%,-20%[11.3 µM],6%,3%,6%,-10%,15%,-7%
ATXN viability,i,i,i,i,i,i,?,i
HepG2 tox,.,-13%,-39%,-11%,4%,0%,-3%,1%
Nrf2 inh,.,-8%,9%,13%,4%,?,-11%,-25%
MCF10A rereplic,.,-13%,-6%,0%,.,?,1%,5%
A549 viability,.,-13%,-4%,11%,15%,-5%,2%,0%
EPAC2 antagonist,-13%,-1%,0%,22%,.,-12%,-17%,-2%
TGFb SMAD3 inh,.,-24%,-10%,4%,9%,-2%,12%,-22%

(25) Cc1nc(=O)c(-c2ccccc2)c(C)n1CCCCCC(=O)O
(26) Cc1cc(C)nc(NCc2ccc(Cl)cc2)n1
(27) CCc1cc2c(=O)[nH]c(COC)nc2s1
(28) CCc1ccc(NC(=O)Cn2c(=O)n(CCC(=O)NCCc3ccc(OC)c(OC)c3)c(=O)c3ccccc32)cc1
(29) CC(C)OC(=O)CN1CCN(S(=O)(=O)c2cc(Cl)ccc2Cl)CC1
(30) COc1ccc(N(CC(=O)NN=C2CCN(C)CC2)S(=O)(=O)c2ccc(NC(C)=O)cc2)cc1
(31) O=C1CCc2ccc(OCCCCN3CCN(c4cccc(Cl)c4Cl)CC3)cc2N1
(32) COc1ccc(C)cc1NC(=O)c1c(C)oc2ncn(CC(C)C)c(=O)c12
compound no.,25,26,27,28,29,30,31,32
Nrf2 ARE act,-0.3%,0.0%,-1.2%,-0.9%,0.0%,-0.6%,-1.0%,4.2%
ATXN2 expr inh,-3%,-16%,-10%,11%,-6%,7%,-28%&-19%&-13%,-36%
ATXN viability,i,i,i,i,i,i,i,?
HepG2 tox,-1%,-25%,9%,1%,-13%,-1%,-13%,-23%
Nrf2 inh,15%,-19%,1%,-10%,.,-9%,?,-29%
MCF10A rereplic,-10%,-12%,-5%,.,1%,-9%,-18%,.
A549 viability,-6%,10%,4%,-1%,1%,?,?,0%
EPAC2 antagonist,?,-3%,-7%,.,2%,-6%,-12%,.
TGFb SMAD3 inh,-13%,1%,12%,13%,-17%,13%,1%,-14%

(33) Cc1cccc(S(=O)(=O)Nc2nc3ccccc3nc2Nc2cccc(C(=O)O)c2)c1
(34) O=C(NCc1ccccc1)C(c1ccncc1)N(C(=O)c1csnn1)c1cccc(F)c1 (configuration not stated)
(35) Nc1nc(N)nc(-c2ccccc2O)n1
(36) Cc1ccc(-n2nnnc2SCC(=O)NCC2CCCO2)cc1C (configuration not stated)
(37) CCN1C(=O)[C@H]2[C@@H](c3ccc(Cl)cc3)N3C(=O)CN(CCOC)C(=O)[C@@]3(C)[C@H]2C1=O
(38) Cc1cccc(/C=N/NC(=O)Cc2cccs2)c1
(39) C=CCN1c2ccccc2[C@]23C[C@@H](C(=O)OC)N(C(=O)c4ccc(Br)cc4)C2=NC(C(=O)OC)=C(C(=O)OC)[C@H]13
(40) O=S(=O)(NCCc1ccc(Cl)cc1)c1cccc2cccnc12
compound no.,33,34,35,36,37,38,39,40
Nrf2 ARE act,0.2%,2.3%,6.1%,-0.6%,-0.3%,4.0%,0.0%,0.1%
ATXN2 expr inh,.,21%,25%,8%,11%,25%,?,.
ATXN viability,i,i,i,i,i,i,?,i
HepG2 tox,13%,8%,-23%,-25%,-4%,13%,-29%,-17%
Nrf2 inh,-3%,13%,-4%,-14%,-4%,?,?,2%
MCF10A rereplic,-4%,1%,8%,6%,-2%,-4%,-1%,0%
A549 viability,0%,10%,-11%,0%,18%,-1%,?,5%
EPAC2 antagonist,-13%,-35%,0%,-2%,14%,8%,9%,-18%
TGFb SMAD3 inh,-1%,-3%,-23%,-11%,16%,30%,20µM*,-12%

Single records, from the list above. Order of screens: Nrf2 ARE act, ATXN2 expr inh, ATXN viability, HepG2 tox, Nrf2 inh, MCF10A rereplic, A549 viability, EPAC2 antagonist, TGFb SMAD3 inh
`O=C(NCc1ccccc1)C(c1ccncc1)N(C(=O)c1csnn1)c1cccc(F)c1` (configuration not stated) is listed as 2.3%, 21%, i, 8%, 13%, 1%, 10%, -35%, -3%
`Nc1nc(N)nc(-c2ccccc2O)n1` is listed as 6.1%, 25%, i, -23%, -4%, 8%, -11%, 0%, -23%
`O=S(=O)(NCCc1ccc(Cl)cc1)c1cccc2cccnc12` is listed as 0.1%, ., i, -17%, 2%, 0%, 5%, -18%, -12%
`Cc1cccc(/C=N/NC(=O)Cc2cccs2)c1` is listed as 4.0%, 25%, i, 13%, ?, -4%, -1%, 8%, 30%

New compounds follow.
(41) Nc1ncnc(Oc2cccc3cccnc23)c1[N+](=O)[O-]
(42) COc1ccc(-n2ncc(C(=O)NCCN3CCOCC3)c2C2CCN(C(=O)OC(C)(C)C)CC2)cc1
(43) CCOC(=O)COc1ccc(Br)cc1C1NC(=O)NC(C)=C1C(=O)NCc1ccccc1 (configuration not stated)
(44) CCC(C(=O)NCCc1c[nH]c2ccc(C)cc12)c1ccccc1 (configuration not stated)
(45) COc1ccc(C2CC(c3ccccc3)=NN2C(=O)COC(=O)C2CC2)cc1 (configuration not stated)
(46) COc1cc2c(cc1C1NC(=S)NC(C)=C1C(N)=O)CCCC2 (configuration not stated)
(47) CCOC(=O)c1c(C)c(C(=O)NCc2ccco2)c(C)n1Cc1ccccc1
(48) CCc1ccc(C(=O)COC(=O)CNC(=O)Cc2ccccc2)cc1
(49) O=C(C1CCN(S(=O)(=O)c2cccc3nonc23)CC1)N1CCN(c2ccccc2F)CC1
compound no.,41,42,43,44,45,46,47,48,49
Nrf2 ARE act,?,-0.1%,-0.8%,2.0%,0.0%,16%,-0.5%,2.5%,0.8%
ATXN2 expr inh,-15%,.,2%,?,0%,14%,2%,3%,-7%
ATXN viability,i,.,i,i,i,i,i,i,i
HepG2 tox,-52%,2%,-4%,-14%,-21%,1%,-16%,-17%,-25%
Nrf2 inh,-11%,-10%,.,?,?,-27%,.,2%,.
MCF10A rereplic,-35%[inhibitor],.,2%,?,4%,2%,0%,5%,.
A549 viability,-10%,8%,-1%,6%,9%,3%,-4%,-5%,5%
EPAC2 antagonist,7%,.,0%,-22%,-5%,0%,4%,2%,.
TGFb SMAD3 inh,?,-24%,?,-11%,-9%,21%,-5%,4%,?
